tim10-1 inh – tim10-1 yeast growth inhibition; hit rate 2.2% among 330,000; S. cerevisiae tim10-1 ts strain growth, BacTiter-Glo, 24 h; AID 463190; inhibition, % at 20 µM;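 active means inhibition of at least 40%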;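 further: mutant grown at 25 °C; 0% = DMSO wells with yeast and 100% = wells holding no yeast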
NALP3 yeast inh – blocks the NALP3 inflammasome reconstituted in yeast; Yeast reconstituted NLRP3/ASC/caspase-1, beta-gal luminescence, 24 h; inhibition, % at 10 µM; hit rate 0.39% among 330,000;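 active means inhibition of 50% or more; inactive means inhibition below 50%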;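 further: plate controls were induced DMSO wells for no effect and uninduced yeast grown without galactose for full effect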
APJ antag – blocks the human apelin receptor APJ; AID 2521; inhibition, % at 20 µM; CHO-K1 APJ beta-arrestin complementation, luminescence; P35414; hit rate 0.32% among 330,000;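 active means inhibition above about 40% at 20 µM, limit read from the data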;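 further: cells challenged with 10 nM apelin-13 agonist together with compound; plate controls were apelin-13 plus DMSO wells for no effect and DMSO wells lacking apelin-13 for full effect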
Target sequence (P35414 whole entry, looked up): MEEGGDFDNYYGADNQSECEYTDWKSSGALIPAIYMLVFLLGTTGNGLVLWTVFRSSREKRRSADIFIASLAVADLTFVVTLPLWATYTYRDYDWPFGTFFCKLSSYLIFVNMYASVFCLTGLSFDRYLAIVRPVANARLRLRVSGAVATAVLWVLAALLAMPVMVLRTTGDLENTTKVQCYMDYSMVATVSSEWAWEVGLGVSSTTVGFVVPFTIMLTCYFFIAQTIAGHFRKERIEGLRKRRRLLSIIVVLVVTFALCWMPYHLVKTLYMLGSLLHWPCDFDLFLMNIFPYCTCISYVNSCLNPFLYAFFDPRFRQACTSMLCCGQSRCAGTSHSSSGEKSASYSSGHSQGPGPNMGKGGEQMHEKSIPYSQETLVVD
APJ agonist – APJ receptor agonism. hit rate 0.11% among 330,000. activation, % at 20 µM. P35414. CHO-K1 APJ PathHunter beta-arrestin, luminescence; 0% DMSO wells, 100% apelin;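 active means activation more than six SD over the plate average, tested at 20 µM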;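 further: 0% = DMSO alone and 100% = apelin-13 at 10 nM; some results filed as inactive read as strong as hits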
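Test system: CHO-K1 APJ beta-arrestin complementation cell line | Compound: Single test compound dose, 20 µM final, 1% DMSO | Incubation: Compound 90 min 25 °C, reagent 1 h | Measured by: beta-gal luminescence | Read-out basis: APJ–arrestin association signal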
MIN6 prolif – inducers of beta-cell replication in MIN6 cells. MIN6 cells proliferation, ATPlite luminescence, 48 h; cells starved in 0.2% serum; 100% = growth in 10% serum. proliferation, % at 10 µM. hit rate 0.29% among 330,000. AID 2380;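 active means compounds whose signal lies at least 3.5 SD above the mean of all wells on their plate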;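 further: 0% = DMSO-treated cells in low-serum medium and 100% = 10% serum control; some compounds called inactive have numbers as strong as hits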
MPTP inh – permeability transition pore inhibition; isolated mouse mitochondria, Ca2+ swelling absorbance, 30 min; inhibition, % at 10 µM; hit rate 1.4% among 360,000; AID 602449;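 active means inhibition of 50% or more, scaled per plate between neutral and stimulator controls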;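 further: 0% = DMSO wells given calcium and 100% = 1 mM EGTA wells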
tim23-1 inh – growth inhibitors of tim23-1 mutant yeast | S. cerevisiae tim23-1 growth, BacTiter-Glo luminescence, 24 h | hit rate 1.3% among 330,000 | inhibition, % at 20 µM;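 active means growth inhibition of the mutant yeast at or above 50%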;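 further: temperature-sensitive mutant grown at 25 °C; plate controls were DMSO-treated mutant yeast for no effect and medium wells lacking yeast for full effect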
NR3A LBD binder – modulators (binders) of human NR3A ligand-binding domain; NR3A LBD differential scanning fluorimetry, Tm shift; 0% = protein alone, 100% = glycine-bound protein; Tm shift relative to glycine control, % at 25 µM; hit rate 2.5% among 340,000;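 active means melting temperature shift of at least 10% of the positive control shift, at one fixed dose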
TIM10 inh – growth inhibitors of TIM10 yeast strain. inhibition, % at 10 µM. S. cerevisiae TIM10 strain growth, BacTiter-Glo luminescence, 24 h. hit rate 1.4% among 330,000;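 active means inhibition of 40% or more at the single tested concentration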;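 further: wild-type TIM10 isogenic control strain grown at permissive 25 °C; 0% = DMSO yeast wells and 100% = minimal medium wells without yeast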
Numbers without * were called inactive; x = no result given. Random draw from the library; 7.2% or so of the library scored in one or more.

SMILES	tim10-1 inh	NALP3 yeast inh	APJ antag	APJ agonist	MIN6 prolif	MPTP inh	tim23-1 inh	NR3A LBD binder	TIM10 inh
CSCCC(NC(=O)COc1ccccc1)C(=O)N1CC(C)OC(C)C1 (stereo unspecified)	14	9	-42	-4	1	0.1	16	-2	8
Cc1ccc(S(=O)(=O)CCc2nnc(N)s2)cc1C	10	15	-12	0	-4	0.8	12	1	10
CCOC(=O)c1c(-c2ccc(C)o2)csc1NC(=S)NC(=O)c1cccs1	30	16	25	-3	-3	3.6	24	18*	29
NC(=O)CSc1nnc(-c2ccc(S(=O)(=O)N3CCCC3)cc2)o1	14	10	7	0	1	-0.9	12	1	17
COc1ccc(C)cc1NC(=O)CSc1nnc2ccc(-c3ccncc3)nn12	15	3	-20	1	-2	-0.9	8	x	-1
COc1ccc(NS(=O)(=O)c2ccc(C)c(NC(=O)c3ccc(C)c(S(=O)(=O)N4CCOCC4)c3)c2)cc1	-6	-1	-1	-2	-3	-7.7	12	-4	2
O=C(Nc1ccon1)c1ccc(F)c(S(=O)(=O)N2CCCCC2)c1	4	6	-3	3	-1	-0.5	11	1	8
O=C1CCCCN1CC(=O)N1CCCC(N2CCN(c3ccccc3F)CC2)C1 (stereo unspecified)	-2	10	-7	-2	4	-1.4	-8	-1	8
O=C(Nc1nc(-c2ccccn2)cs1)c1ccc(-c2ccccc2F)o1	39	9	11	-6	-8	10	23	12*	21
O=C1N[C@@H](Cc2ccccc2)COC(=O)[C@@H](Cc2ccc(F)cc2)CC/C=C/C[C@H]1CC(=O)N(CCO)Cc1ccccc1	1	23	10	-1	-6	2.3	17	-7	-2
Cc1ccc(-n2c(C)nc3ncnc(-c4ccccc4)c32)cc1	5	2	-2	-3	-1	0.6	5	-4	-26
COc1ccc(S(=O)(=O)N(CC(=O)NC2CC2)c2ccc(C)cc2)cc1OC	7	6	5	-6	2	-0.7	2	1	0
O=C(CNC(=O)c1cccc(Br)c1)NCCc1nc2ccccc2[nH]1	13	0	-16	-4	0	-1.7	-1	0	8
COc1ccc(OC)c(/C=N/Nc2nncn2/N=C/c2cc(OC)ccc2OC)c1	23	7	-17	0	0	2.1	28	5	12
CCCNC(=O)c1ccccc1NC(=O)c1ccc(CSc2ccccc2)cc1	-18	19	14	-4	-3	0.0	-35	3	-8
COc1cc(C(=O)OCc2cccc(S(=O)(=O)N3CCOCC3)c2)ccc1OCC(C)C	12	12	-1	-2	1	-1.9	7	0	10
O=C(O)COc1ccccc1/C=C1\SC(=O)N(Cc2ccc(F)cc2)C1=O	16	8	4	-2	0	-1.4	5	1	0
O=C1CC(=O)Nc2cc(S(=O)(=O)Nc3ccc(Cl)c(C(F)(F)F)c3)ccc2N1	13	11	1	-1	-2	-1.8	8	-14	-10
C=CCc1ccc(OCCCOc2ccc(C)cc2OC)c(OC)c1	8	6	-16	-6	0	-1.7	9	-1	-12
O=C(Nc1cccc(S(=O)(=O)N2CCOCC2)c1)c1cc(=O)[nH]c2ccccc12	2	7	11	-1	-3	-0.3	8	0	4
O=C(NC(c1ccccc1)C(Cl)Cl)c1ccccc1 (stereo unspecified)	13	-1	-51	0	0	2.9	-11	-5	1
C=CCSc1nc(C)c(CC=C)c(=O)[nH]1	1	-3	18	-3	-1	-0.1	8	-1	-9
CCCCc1cc(=O)oc2cc(OCC(=O)NCCN3CCOCC3)c(Cl)cc12	26	-8	8	2	0	0.5	9	1	0
CC(=O)N/C(=C\c1ccccc1)C(=O)NCc1ccc2c(c1)OCO2	-9	3	10	-1	-2	-0.3	12	0	-3
O=C(CNC(=O)c1ccc(F)cc1)N/N=C/c1cn[nH]c1-c1ccccc1	9	-1	-21	-2	-2	-0.8	3	-2	10
COc1ccc(OC)c(NC(=O)c2ccc3nc(-c4ccccc4)c(-c4ccccc4)nc3c2)c1	3	15	16	-1	0	x	7	x	6
COc1ccccc1N1CCN(C(=O)COc2ccc(Cl)cc2)CC1	22	33	17	7	-5	-3.4	10	1	24
CCOC(=O)c1sc(NC(=O)c2c(OC)cccc2OC)nc1C	15	-6	-1	-3	0	2.7	14	0	20
CCCCn1c(N2CCC(Cc3ccccc3)CC2)nc2c1c(=O)[nH]c(=O)n2C	22	7	4	-3	-4	-3.7	41	-3	-49
Cc1ccccc1CN1CCN(CC(=O)NCCCN2CCN(c3ccc(F)cc3)CC2)C1=O	13	5	7	0	-1	56*	11	0	-11
CC(C)C(O)(C#CCN1CCCCC1)c1ccccc1 (stereo unspecified)	-17	17	-38	0	-1	-0.2	-3	-1	-6
O=C(C(=C1NCCN1)n1cncn1)c1ccccc1	6	-9	9	-2	2	-0.2	-9	-3	1
O=c1cc2c(nn1Cc1ccc(Cl)cc1Cl)-c1ccccc1CC2	7	25	6	4	-3	0.6	23	2	3
O=C(NCc1ccc(F)cc1)C1(S(=O)(=O)c2ccc(Cl)cc2)CC1	14	1	-2	-1	0	0.4	1	1	5
c1ccc(NNC2=NCCS2)cc1	27	21	46*	-12	-4	0.5	19	0	26
CC1CCN(C(=O)C2CCN(C(=O)c3ccc(C(C)(C)C)cc3)CC2)CC1	28	14	-4	-3	-6	-1.6	25	0	-4

Reprinted from the part before: three entries, followed by the next part.
SMILES	tim10-1 inh	NALP3 yeast inh	APJ antag	APJ agonist	MIN6 prolif	MPTP inh	tim23-1 inh	NR3A LBD binder	TIM10 inh
O=C(NCc1ccc(F)cc1)C1(S(=O)(=O)c2ccc(Cl)cc2)CC1	14	1	-2	-1	0	0.4	1	1	5
c1ccc(NNC2=NCCS2)cc1	27	21	46*	-12	-4	0.5	19	0	26
CC1CCN(C(=O)C2CCN(C(=O)c3ccc(C(C)(C)C)cc3)CC2)CC1	28	14	-4	-3	-6	-1.6	25	0	-4
COc1ccc(CCN2C(=O)CC(N3CCN(S(=O)(=O)c4ccccc4)CC3)C2=O)cc1OC (stereo unspecified)	12	10	2	-1	1	0.3	16	-4	7
O=C(CSc1ccccc1Cl)N1CCC(c2nc3ccccc3s2)CC1	36	28	-8	3	-4	-4.0	26	-34	10
COc1ccc(/C=C(\C#N)c2n[nH]c(Cn3cncn3)n2)cc1	11	17	5	-1	-2	-1.6	4	-2	4
CCc1noc(C)c1C(=O)N(C)CC(=O)Nc1ccc(OC)cc1	-10	11	5	-4	4	-0.2	-2	0	2
Cc1ccc2nc(N3C(=O)C(O)=C(C(=O)c4ccco4)C3c3ccc(C)o3)sc2c1 (stereo unspecified)	0	14	-20	-2	-2	-2.1	12	-4	-2
Cc1[nH]n(-c2ccccc2)c(=O)c1C=Nc1cccc2cccnc12	15	47	94*	-13	-5	-15	23	-10	10
CCOc1cccc(C(=O)NC(=S)NCc2cccnc2)c1	13	11	4	1	0	0.6	25	-4	5
Cn1c(SCc2ccccc2F)nnc1-c1cnccn1	35	8	3	-3	1	-0.5	15	-3	13
CC(=O)Nc1cccc(Oc2cc(C#N)c(C#N)cc2N2CCOCC2)c1	-8	9	5	5	0	0.6	12	-1	-8
CCOC(=O)N1CCN(Cc2nc3cc(NC(=O)CC)ccc3n2C)CC1	3	2	2	-5	4	0.4	7	1	7
C[C@]1(OC(=O)/C=C/c2ccccc2)C[C@@H](O)[C@]2(O)C=CO[C@@H](O[C@@H]3O[C@H](CO)[C@@H](O)[C@H](O)[C@H]3O)[C@@H]21	10	16	-10	-1	-2	3.9	2	1	14
O=C(COC(=O)c1cccc(Oc2ccccc2)c1)NCc1ccco1	19	9	-8	6	-2	-2.5	1	3	-23
Cc1ccc(Nc2nnc(SCC(=O)Nc3ncc(C(F)(F)F)cc3Cl)s2)cc1	16	-10	-2	-3	0	1.8	7	2	7
CCOC(=O)C1=C(COC(=O)Cc2ccc(Cl)cc2)NC(=O)NC1C (stereo unspecified)	6	14	4	-2	2	-0.4	21	-1	-1
CN(CC(=O)NCc1ccc(F)cc1)S(=O)(=O)c1ccc2c(c1)n(C)c(=O)c(=O)n2C	22	-2	20	-4	0	-2.0	10	2	5
CC(C)[C@H](NC(=O)[C@@H]1CSC2c3ccccc3C(=O)N21)C(=O)NC1CCCCC1 (stereo partly specified)	1	10	16	-1	-1	-0.8	3	0	-1
O=C(CCC(=O)c1cccs1)NCc1cccnc1	-7	-1	-14	0	-1	-1.7	17	1	-6
Cc1ccc(NC(=O)CSc2nnc(Cc3ccccc3)o2)cc1	10	0	5	-3	2	0.1	-1	-1	4
Cc1ccc(Cl)cc1NC(=O)CON=C(N)c1ccccc1	4	15	-46	5	-5	-1.4	11	-1	1
Cc1cccc(C)c1NC(=O)Cn1nnnc1N	9	4	-15	-5	-3	1.1	6	1	-18
Cc1cccc(OCC(=O)Nc2cccc(C(=O)NCC(C)C)c2)c1	5	1	6	-5	-3	0.8	-3	2	-1
N=c1c(C(=O)NCc2ccc(F)cc2)cc2c(=O)n3ccccc3nc2n1Cc1ccco1	-15	17	49*	-6	-7	0.3	0	-6	10
Cc1cccc2c(N=Nc3ccc(S(=O)(=O)Nc4cccc(Cl)c4)cc3[N+](=O)[O-])c(O)[nH]c12	27	1	14	-3	-6	2.6	13	13*	8
CCC1S/C(=N/N=C/c2ccco2)N(c2ccc(F)cc2)C1=O (stereo unspecified)	2	22	11	4	2	1.5	1	-10	-1
Cc1nn(C)cc1S(=O)(=O)N1CCN(c2ccccc2)CC1	-4	21	4	7	-2	-2.0	2	1	0
CCN(CCNC(=O)C1CCCN(Cc2nc(-c3ccc(OC)cc3)oc2C)C1)c1ccccc1 (stereo unspecified)	31	-2	16	-4	-5	-1.8	35	-3	25
O=C(NCc1cccs1)c1ccc([N+](=O)[O-])cc1Cl	12	17	-23	2	0	4.1	17	-4	-6
Cc1sc2nc(CN3CCN(S(=O)(=O)c4cccc5nonc45)CC3)[nH]c(=O)c2c1C	5	10	2	-3	-3	-0.8	3	-3	-4
CC(C)c1ccc2oc(=O)cc(CN3CCN(c4ccc(F)cc4)CC3)c2c1	15	27	7	2	-5	2.4	32	-1	18
Cc1ccc(C(=O)N/N=C\c2ccc([N+](=O)[O-])s2)cn1	49*	24	-5	2	0	0.2	56*	-3	40*
O=C(CCCn1c(SCC(=O)NCC2CCCO2)nc2ccccc2c1=O)NCC1CCCO1 (stereo unspecified)	9	-7	-3	0	-3	-1.2	23	-3	8
COc1ccc(OCCSc2ncnc3nc[nH]c23)cc1	-5	6	19	0	0	-0.4	-5	2	-13
Cc1ccc(/C=C/C(=O)c2ccc(C)cc2)cc1	27	29	-2	-2	-5	0.2	23	1	-4
CCN(CC)S(=O)(=O)c1ccc(C)c(NC(=O)CN2CCN(C)CC2)c1	-1	-20	-16	-4	-3	-1.3	4	-1	-2
CN(C)Cc1ccccc1C(O)(c1ccccc1)c1ccccc1	16	-1	17	-3	-1	0.5	22	-1	8
Cc1ccn(CCC(=O)N2CCCC(CCC(=O)NCc3ccc(F)c(F)c3)C2)n1 (stereo unspecified)	0	17	9	-1	-3	-0.3	9	-1	-9
NS(=O)(=O)c1ccc(NC(=O)c2ccc(OCC3CCCO3)cc2)cc1 (stereo unspecified)	0	10	7	-2	0	-0.6	6	1	-12
CCN(CC)CCCNC(=O)CNC(=O)c1nn(-c2ccc(OC)c(OC)c2)c(=O)c2ccccc12	16	12	2	-1	-3	1.0	19	1	-2
CCOc1ccc(-c2cc(C(=O)O)c3ccccc3n2)c(OCC)c1	15	20	-3	-3	-1	-1.5	18	1	-1
